Screening results as filed in PubChem.
Nrf2 activator – qHTS of Nrf2 Activators; AREc32 ARE-luciferase reporter (MCF7-derived line), luminescence, 24 h; Potency, µM (doses to about 46.1 µM), for the others: at the highest dose activation, most hits filed as activators; 0.31% of 410,000 active; further: potency means the concentration at half of the fitted maximal effect; % of control where 0% means no effect; nearly all actives have a fitted effect of over 65% in size
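For detection, Steady-Glo was added and plates sat 30 min at RT; before that, AREc32_Fluc cells grown overnight in OPTI-MEM/5% FBS had been treated with 23 nL compound for 24 hr at 37 deg C.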
S2 tox – Viability Counterscreen for Primary qHTS for Inhibitors of ATXN expression | Potency, µM (top dose mostly 56.7 µM), hits mostly cytotoxic | S2 cells (HEK-293 line with an ATXN2-luciferase reporter) viability, CellTiter-Fluor protease fluorescence, 24 h | 0.49% of 400,000 active; further: potency means the concentration at half of the fitted maximal effect; nearly all actives have a fitted effect of over 40% in size
TGFb inhibitor – qHTS for Inhibitors of TGF-b; HepG2 CAGA-GFP TGF-b/SMAD3 reporter, GFP fluorescence, 18 h; TGF-beta stimulated, 500 pg/mL final; Potency, µM (series often up to 46.1 µM), without a hit: at the top dose activity, negative = inhibition, hits mostly inhibitors; 1.2% of 410,000 active; further: potency means the concentration at half of the fitted maximal effect; on the % scale 0 is the no-effect control and ±100 the full control effect; nearly all actives have a fitted effect of over 65% in size
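HEPG2 CAGA-GFP cells (1000/well, DMEM with 1% FBS) were pre-incubated 2 h at 37 degrees C, given compound by pin tool, then stimulated with TGF-beta at 500 pg/mL final for 18 h before per-cell GFP fluorescence imaging.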
HepG2 tox – qHTS for Inhibitors of TGF-b: Cytotox Counterscreen; Potency, µM (series often up to 46.1 µM), inactives show at the highest dose activity change, negative = cytotoxicity, most hits filed as cytotoxic; HepG2 CAGA-GFP viability, ATP luminescence, 18 h; 0.76% of 410,000 active; further: potency means the concentration at half of the fitted maximal effect; some results filed as inactive show a strong effect at the top dose
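CellTiter-Glo luminescence gave cytotoxicity after 18 hours at 37 degrees C. The cells were HepG2 CAGA-GFP in 1% FBS DMEM, stimulated with 500 pg/mL TGF-beta after compound addition. %Activity was normalised to no-cell wells (complete cell-killing) and DMSO (no toxicity), and curves were fitted and classified.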
ATXN2 expr inh – Primary qHTS for Inhibitors of ATXN expression; HEK-293 ATXN2-luciferase reporter, luminescence, 24 h; Potency, µM (titrated, usually from 57 µM), for the others: at the top dose activity change, negative = inhibition, most hits filed as inhibitors; 0.72% of 360,000 active; AID 1745845, 2022; further: potency means the concentration at half of the fitted maximal effect; on the % scale 0 is the no-effect control and ±100 the full control effect; nearly all actives have a fitted effect of over 55% in size
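qHTS (up to 57 uM final) was run with 24 h compound exposure of reporter cells at 37 °C. Each well was multiplexed: SteadyGlo luminescence measured ATXN2-luciferase expression after a fluorogenic Gly-Phe-AFC viability readout (25 uM final).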
MCF10A rereplic – A quantitative high throughput screen for small molecules that induce DNA re-replication in MCF 10a normal breast cells; AID 624296, 2012; 2.9% of 350,000 active; Potency, µM (titrated, usually from 46.1 µM), for inactives: top-dose activity, positive = re-replication, most hits filed as activators; MCF 10A DNA re-replication, Hoechst nuclear intensity, 48 h; further: potency means the concentration at half of the fitted maximal effect; % of control where 0% means no effect; nearly all actives have a fitted effect of over 50% in size
IL-1B inflam inh – qHTS for Inhibitors of Inflammasome Signaling: IL-1-beta AlphaLISA Primary Screen; 4.7% of 360,000 active; activity change, % at 57.5 µM; THP-1 LPS/ATP IL-1B secretion, AlphaLISA, 16 h; active compounds read low; in the data active means activity change below about -50%; inconclusive means mostly about -30% to -49%; further: on the % scale 0 is the no-effect control and ±100 the full control effect
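Secreted IL-1B measured by AlphaLISA bead assay after 16 h compound exposure of THP-1 cells; compounds (final up to 57.5 uM) added 1 h before LPS (250 ng/mL) and ATP (1.25 mM) stimulation; lower signal means less secretion.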
Nrf2 block – Nrf2 qHTS screen for inhibitors; Potency, µM (top dose mostly 46 µM), for the others: at the top dose activity change, negative = inhibition, actives largely listed as inhibitors; A549 ARE-Fluc reporter, luciferase luminescence, 18-24 h; 2.1% of 360,000 active; further: potency means the concentration at half of the fitted maximal effect; on the % scale 0 is the no-effect control and ±100 the full control effect; nearly all actives have a fitted effect of over 60% in size
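Two sequential reads on A549 ARE_Fluc cells exposed to compound for 18-24 h: a CellTiter-Fluor fluorescence read for viability, then a luciferase luminescence read for Nrf2/ARE activity.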
A549 tox – Nrf2 qHTS screen for inhibitors: counterscreen for cytotoxicity; A549 ARE-Fluc cells, CellTiter-Fluor viability, 18-24 h; Potency, µM (doses to about 46 µM), for the others: at the top dose activity change, negative = cytotoxicity, hits mostly inhibitors; AID 504648, 2011; 0.16% of 390,000 active; further: potency means the concentration at half of the fitted maximal effect; on the % scale 0 is the no-effect control and ±100 the full control effect
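Cytotoxicity counterscreen: CellTiter-Fluor fluorescence was measured in A549 ARE_Fluc cells after 18-24 h of compound exposure in a concentration series. The subsequent BugLite luminescent read reports ARE-luciferase activity.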
* = called active by the depositor; i = inactive; u = inconclusive; x = no result given; & = joins results of further samples; [ ] = remark or other dose. Unless noted, the call rests on the fitted dose curve; in most records, active means well fitted curve in the direction sought with a large enough effect; inconclusive means small, poorly fitted or top-dose-only effect, or another doubt; inactive means no such curve, though single readings can be large; an effect the other way counts as inactive or inconclusive. Rows were taken by chance; 8.8% or so of the library scored in one or more.

entry	smiles	Nrf2 activator	S2 tox	TGFb inhibitor	HepG2 tox	ATXN2 expr inh	MCF10A rereplic	IL-1B inflam inh	Nrf2 block	A549 tox
1	CCn1cc(C(=O)NCc2ccccc2Cl)c(=O)c2cc(S(=O)(=O)N3CCCCC3)ccc21	0.5%	i	u	6%	-3%	x	x	29%	15%
2	CCn1cc(Br)c(C(=O)N(C)Cc2ccccc2)n1	-0.2%	i	3%	-12%	-1%	15%	-3	8%	0%
3	COc1ccc(/C=N/NC(=O)c2ccc(Br)o2)cc1Cn1cc([N+](=O)[O-])cn1	4.3%	i	1%	1%	-14%	45%	-7	0%	-7%
4	O=C(Nc1ccc(S(=O)(=O)N2CCCCC2)cc1)c1ccco1	-0.3%	i	14%	0%	9%	4%	-9	8%	0%
5	COc1ccccc1CCC(=O)Nc1nccs1	6.3%	i	12%	3%	-6%	-16%	-6	0%	1%
6	COc1cccc(CNC(=O)C2CCN(c3nn4c(=O)cc(C)nc4s3)CC2)c1	-1.0%&0.2%	i	u	15%&-18%	0%&-9%	0%	-24	-1%&9%	0%&13%
7	CCCCSc1nc(C)cc(C)c1S(=O)(=O)c1ccccc1C	0.1%	i	u	4%	-6%	27%	19	x	11%
8	Cc1ccc(S(=O)(=O)NCCCNS(=O)(=O)c2ccccc2[N+](=O)[O-])cc1	4.8%	i	-17%	-8%	-24%	3%	-3	18µM*	3%
9	COc1ccc2c(C(=O)c3ccc(Cl)cc3)n(CCCC(N)=O)[n+]([O-])c2c1	8.8%	i	-15%	1%	0%	5%	38	-4%	-3%
10	CCOC(=O)c1c(C(C#N)C#N)cc(C)nc1C	3.4%	i	2%	-2%	3%	9%	17	8%	4%
11	O=C(NCCc1csc(-c2ccc(C(F)(F)F)cc2)n1)C(=O)Nc1cc(F)ccc1F	-0.8%	x	-6%	2%	x	x	x	x	-2%
12	CC(=O)CCc1oc2ccc(C)cc2c1-c1ccccc1	0.1%	i	-7%	12%	-26%	8%	16	2%	-4%
13	CCOCCCNC(=O)c1ccc(Br)cc1	0.4%	i	3%	8%	39%[activator]	-6%	-1	u	12%
14	CC1CCCC(NC(=O)COC(=O)/C=C/c2ccco2)C1C (stereo unspecified)	u	i	-13%	-17%	3%	-6%	2	16%	0%
15	O=C(NCCN1CCOCC1)C(=O)NCC1OCCN1C(=O)c1ccc(Cl)cc1 (stereo unspecified)	-0.7%	i	3%	-4%	-28%	-2%	5	3%	6%
16	CCCNC(=O)C(=O)Nc1cc2c3c(c1)CCC(=O)N3CCC2	6.1%	i	-7%	-15%	x	14%	35	u	-3%
17	CCOc1ccccc1NC(=O)CSc1c2c(nc3ccc(Cl)cc13)CCCC2	5.9%	x	-7%	-16%	x	x	x	-25%	-4%
18	COCCCN1C(=O)c2ccc(C(=O)Nc3ccc(C)cc3C)cc2C1=O	3.1%	i	-9%	0%	x	4%	14	5%	25%
19	Cc1cc(C)cc(NC(=S)N2CCCC2)c1	-1.2%	i	1%	-1%	2%	0%	12	2%	-2%
20	COc1cccc(NC(=O)c2cccc(N3C(=O)C4C5C=CC(C5)C4C3=O)c2)c1 (stereo unspecified)	0.2%	i	-14%	-3%	-14%	10%	-14	18µM*	u

11 of these compounds in a different format.
Under each structure: Nrf2 activator	S2 tox	TGFb inhibitor	HepG2 tox	ATXN2 expr inh	MCF10A rereplic	IL-1B inflam inh	Nrf2 block	A549 tox
3) COc1ccc(/C=N/NC(=O)c2ccc(Br)o2)cc1Cn1cc([N+](=O)[O-])cn1
 : 4.3%	i	1%	1%	-14%	45%	-7	0%	-7%
4) O=C(Nc1ccc(S(=O)(=O)N2CCCCC2)cc1)c1ccco1
 : -0.3%	i	14%	0%	9%	4%	-9	8%	0%
5) COc1ccccc1CCC(=O)Nc1nccs1
 : 6.3%	i	12%	3%	-6%	-16%	-6	0%	1%
6) COc1cccc(CNC(=O)C2CCN(c3nn4c(=O)cc(C)nc4s3)CC2)c1
 : -1.0%&0.2%	i	u	15%&-18%	0%&-9%	0%	-24	-1%&9%	0%&13%
7) CCCCSc1nc(C)cc(C)c1S(=O)(=O)c1ccccc1C
 : 0.1%	i	u	4%	-6%	27%	19	x	11%
8) Cc1ccc(S(=O)(=O)NCCCNS(=O)(=O)c2ccccc2[N+](=O)[O-])cc1
 : 4.8%	i	-17%	-8%	-24%	3%	-3	18µM*	3%
9) COc1ccc2c(C(=O)c3ccc(Cl)cc3)n(CCCC(N)=O)[n+]([O-])c2c1
 : 8.8%	i	-15%	1%	0%	5%	38	-4%	-3%
10) CCOC(=O)c1c(C(C#N)C#N)cc(C)nc1C
 : 3.4%	i	2%	-2%	3%	9%	17	8%	4%
11) O=C(NCCc1csc(-c2ccc(C(F)(F)F)cc2)n1)C(=O)Nc1cc(F)ccc1F
 : -0.8%	x	-6%	2%	x	x	x	x	-2%
12) CC(=O)CCc1oc2ccc(C)cc2c1-c1ccccc1
 : 0.1%	i	-7%	12%	-26%	8%	16	2%	-4%
13) CCOCCCNC(=O)c1ccc(Br)cc1
 : 0.4%	i	3%	8%	39%[activator]	-6%	-1	u	12%

The listing continues:
entry	smiles	Nrf2 activator	S2 tox	TGFb inhibitor	HepG2 tox	ATXN2 expr inh	MCF10A rereplic	IL-1B inflam inh	Nrf2 block	A549 tox
21	CN(Cc1ccccc1)C(=O)c1ccc(NC(=O)Cc2cccc(NC(=O)C3CCCN(C(=O)C4CCC4)C3)c2)cc1 (stereo unspecified)	0.3%	i	-33%	-8%	-5%	2%	-4	u	0%
22	COc1ccc([C@@H]2C[C@@H](c3ccccc3)Oc3cc(OC)cc(OC)c32)cc1	0.8%	i	-11%	-4%	2%	14%	-18	2%	-4%
23	CC(C)(C)c1ccc(NNC(=O)C2CCC2)cc1	-0.5%	i	3%	-1%	6%	6%	6	6%	4%
24	COC(=O)c1cnn2c(C(F)(F)F)cc(-c3ccco3)nc12	15%	i	18%	9%	-6%	-1%	-3	11%	9%
25	CCN(CC)CCCNC(=S)N(Cc1cccnc1)Cc1cc2cccc(C)c2[nH]c1=O	1.9%	i	1%	-7%	-34%	-8%	u	4%	11%
26	CN(C)C(=S)N=c1ssc(=S)n1Cc1cccnc1	21%	i	3.2µM*	-45%	-30%	12µM*	10	2%	-3%
27	CNc1nc(Nc2ccc([N+](=O)[O-])cc2)nc(OCC(F)(F)F)n1	0.0%	u	2%	4%	-27%	u	-29	u	-13%
28	Cc1cc(NC(=O)CCC(=O)N(Cc2cccs2)C(C(=O)NC2CCCC2)c2ccccc2)no1 (stereo unspecified)	2.8%	i	1%	-27%	-23%	-4%	-19	x	3%
29	O=C1CCCN1CCCNS(=O)(=O)c1cccc(F)c1	0.4%	i	-30%	-52%	1%	3%	24	-13%	-20%
30	Cc1cc(C)nc(N2CCCC(C(=O)NCc3ccc4c(c3)OCO4)C2)n1 (stereo unspecified)	0.0%	i	8%	-1%	-13%	-1%	17	1%	5%
31	Cc1[nH]nc(N)c1-c1ccc(Cl)cc1	2.2%	i	-8%	18%	x	1%	u	4%	0%
32	N/C(=N\OC(=O)COc1ccccc1)c1cccnc1	5.0%	i	19%	1%	x	12%	-3	0%	-5%
33	CCOCCCNC(=O)c1cc(Cl)c(NC(=O)C2=C(C)OCCS2)cc1OC	0.2%	i	0%	-1%	-14%	2%	-18	u	4%
34	CC(NC(=O)C(=O)NN=C1CCCCCCCCCCC1)c1ccccc1 (stereo unspecified)	-0.6%	u	-7%	5%	-28%	0%	0	10%	0%
35	NC(CCc1ccccc1)c1csc(Nc2ccc(C(F)(F)F)cn2)n1 (stereo unspecified)	0.3%[9.22 µM]	u	u	-96%	u	x	-28	x	x
36	CCC/C(=C1/c2ccccc2C(=O)N1c1ccccc1)c1ccc(O[C@@H]2CCCCO2)cc1	0.5%	i	u	-14%	-3%	-1%	42	-4%	-2%
37	CC(C)C(C)NC(=O)COc1ncnc2ccccc12 (stereo unspecified)	-0.4%	i	5%	-39%	11%	-9%	13	15%	1%
38	O=C(Nc1ccc(-n2cccc2)cc1)C1CC1	5.6%	i	1%	-14%	x	-2%	0	u	6%
39	CNC(=O)[C@]1(C(F)(F)F)C[C@H](CCC2CCCCC2)CCCO1	x	x	u	-22%	x	x	x	10%	-1%
40	COc1ccccc1N1CCN(C(=O)c2[nH]c(C(F)(F)F)nc2-c2ccccc2)CC1	-0.2%	u	u	4%	-1%	x	83	x	x
41	O=[N+]([O-])c1ccc(NCCNCCOc2nonc2-c2ccccc2)c([N+](=O)[O-])c1	4.0%	i	3%	-19%	-17%	7%	-9	u	-6%
42	CN(CC1CCOCC1)C(=O)CC1C(=O)NCCN1Cc1ccc(-c2ccccc2)cc1 (stereo unspecified)	0.0%	u	u	-3%	-14%	9%	0	-10%	-3%
43	Cc1ccc(S(=O)(=O)c2nc(S(C)(=O)=O)sc2N2CCC(O)CC2)cc1	8.9µM*	i	2%	4%	3%	1%	-13	-4%	0%
44	N#C/C(=C\c1c(Cl)cccc1Cl)c1nc2ccccc2o1	21%	i	-6%	0%	-5%	u	u	18%	3%
45	CCCCSc1nc(C)c(CC(=O)O)c(=O)[nH]1	0.1%	u	4%	-2%	-3%	1%	0	7%	-1%
46	COc1ccccc1NC(=S)N1CCN(Cc2ccccc2)CC1	0.4%	i	8%	-8%	0%	-2%	-15	10%	3%
